From PubChem
DTT redox prof: compounds producing H2O2 with reducing agent – biochemical, NIH compound library profiling, artefact control for MLSCN library redox annotation, primary screen; DTT-dependent redox cycling H2O2, phenol red/HRP absorbance; 100% = 100 µM peroxide control, 0% = buffer; activation, % at 10 µM; 200,000 tested, 0.03% active; AID 878;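 active means activation of at least 50% relative to the plate's high and low controls in the primary single-dose screen; inactive means activation below 50%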;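 further: compound incubated with DTT at 0.8 mM final as the reducing agent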
ROMK primary: modulates human ROMK potassium channel activity. Tet-inducible ROMK, thallium flux fluorescence; actives lie on both sides. B-score at 10 µM. 130,000 tested, 2% active. AID 1918;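 active means signal ratio slope over the read window, or its plate-corrected B-score, at least 3 SD from the plate mean, either direction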;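 further: B-score of the F/F0 ratio slope over 7 to 12 s after thallium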
Target sequence (P48048 whole entry, looked up): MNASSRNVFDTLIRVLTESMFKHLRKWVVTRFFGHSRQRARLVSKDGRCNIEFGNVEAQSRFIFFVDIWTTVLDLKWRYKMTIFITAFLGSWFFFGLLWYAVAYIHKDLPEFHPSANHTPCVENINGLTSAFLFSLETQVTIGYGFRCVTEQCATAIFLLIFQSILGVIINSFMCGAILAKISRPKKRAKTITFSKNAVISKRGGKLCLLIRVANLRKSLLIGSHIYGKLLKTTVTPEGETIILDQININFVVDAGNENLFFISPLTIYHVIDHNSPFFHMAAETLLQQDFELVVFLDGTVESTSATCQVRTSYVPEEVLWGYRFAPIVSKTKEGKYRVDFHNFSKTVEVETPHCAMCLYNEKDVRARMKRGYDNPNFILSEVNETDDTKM
S1P3 antagonist: antagonists of human S1P3 receptor | CHO S1P3 NFAT-BLA reporter, FRET fluorescence, antagonist mode | 170,000 tested, 0.27% active | Q99500 | AID 485 | inhibition, % at 4.98 µM;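 active means inhibition above the plate cutoff, the mean inhibition of test wells on that plate plus 3 SD, cut at about 28% in these data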;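 further: cells challenged with S1P at its EC80 of 0.8 µM; blue over green emission ratio from cleaved BLA substrate after 4 h stimulation; 0% = S1P-stimulated wells and 100% = unstimulated DMSO-only wells; some compounds past the cut are filed as inactive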
PPARg SRC-2 ag: promotes SRC-2 coactivator recruitment by human PPARgamma | 200,000 tested, 0.34% active | activation, % at 8 µM | PPARgamma LBD-SRC-2 recruitment, biochemical; in the data active means activation above about 22%;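 further: 0% = vehicle and 100% = reference agonist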
Target sequence (P37231 whole entry, looked up, the tested form may be a part): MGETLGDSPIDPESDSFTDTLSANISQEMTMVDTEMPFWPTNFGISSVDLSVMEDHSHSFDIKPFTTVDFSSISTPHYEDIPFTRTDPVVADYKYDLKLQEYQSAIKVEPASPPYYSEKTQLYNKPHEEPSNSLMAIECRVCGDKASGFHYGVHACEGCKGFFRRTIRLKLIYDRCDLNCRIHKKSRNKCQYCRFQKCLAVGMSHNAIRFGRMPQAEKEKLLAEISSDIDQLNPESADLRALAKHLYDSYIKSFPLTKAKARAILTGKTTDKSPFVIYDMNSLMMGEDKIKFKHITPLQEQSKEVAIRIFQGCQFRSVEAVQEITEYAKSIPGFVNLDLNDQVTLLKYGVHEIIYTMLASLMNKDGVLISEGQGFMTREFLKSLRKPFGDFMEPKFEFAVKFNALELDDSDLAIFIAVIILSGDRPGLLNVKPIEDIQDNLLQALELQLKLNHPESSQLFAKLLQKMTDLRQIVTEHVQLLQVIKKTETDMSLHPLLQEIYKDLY
HMGR II inh: blocks class II HMG-CoA reductase of Enterococcus faecalis. inhibition, % at 10 µM. AID 1066. 190,000 tested, 0.41% active. purified E. faecalis HMGR, NADPH absorbance 340 nm kinetic;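 active means inhibition above a set limit, the median over all tested compounds plus 3 SD, cut at about 9.5% in these data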;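 further: enzyme runs in reverse so mevalonate oxidation gives rising NADPH absorbance; 0% = complete reaction with DMSO and 100% = background rate lacking mevalonate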
Lmaj promast: reduces viability of Leishmania major promastigotes; resazurin fluorescence viability; inhibition, % at 10 µM; 200,000 tested, 9% active; in the data active means inhibition above about 50%;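 further: promastigotes grown with compound for 44 hours at 28 °C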
bIAP inh: blocks bovine intestinal alkaline phosphatase activity | purified bovine IAP, CDP-star luminescence, 30 min | inhibition, % at 20 µM | 190,000 tested, under 10 active | AID 1019;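 active means over 50% inhibition of intestinal alkaline phosphatase at 20 µM in the single-dose screen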
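test system = bovine IAP enzyme | medium = DEA buffer 100 mM, pH 9.8, with MgCl2 1.0 mM, ZnCl2 0.02 mM | detection = luminescence | dosing = single compound dose of 20 µM, 2% DMSO final | incubation = 30 min reaction at room temperature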
SRC2 TRFRET art: TR-FRET artefact, counter-screen to PPARgamma/SRC-2 agonist assay | active compounds read high | TR-FRET ratio at 8 µM | 200,000 tested, 0.4% active | AID 1049; in the data active means TR-FRET ratio above about 2000; further: inactives centre near 1500
RAM inhibit: blocks the yeast RAM network. S. cerevisiae dse1pr::URA3 reporter, 5-FOA growth OD615, 2 d; analog-sensitive cbk1-as2 kinase mutant strain. inhibition, % at 50 µM. 190,000 tested, 1.8% active;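 active means inhibition above a set limit, 3 SD over mean compound inhibition, cut at about 8.4% in these data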;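 further: 0% = DMSO-only wells with no growth and 100% = 10 µM 1-NA-PP1 full growth; inhibition rescues growth on 5-FOA so higher OD means more RAM inhibition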
PPARg SRC3 recr: PPARgamma-driven SRC-3 recruitment agonism; biochemical PPARgamma/SRC-3 coactivator recruitment assay; activation, % at 8 µM; P37231; AID 731; 200,000 tested, 0.26% active; in the data active means activation above about 23%;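 further: 0% = DMSO and 100% = reference agonist; some compounds past the cut are filed as inactive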
PPARg SRC1 recr: PPARgamma-driven SRC-1 recruitment agonism. P37231. PPARgamma-SRC-1 coactivator recruitment biochemical assay. 200,000 tested, 0.41% active. activation, % at 8 µM; in the data active means activation above about 19%;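 further: 0% = DMSO and 100% = reference agonist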
Numbers without * were called inactive; nt = no result given.

SMILES	DTT redox prof	ROMK primary	S1P3 antagonist	PPARg SRC-2 ag	HMGR II inh	Lmaj promast	bIAP inh	SRC2 TRFRET art	RAM inhibit	PPARg SRC3 recr	PPARg SRC1 recr
C/C(CC(=O)Nc1ccc([N+](=O)[O-])cc1)=N/NC(=O)C1CC12CCC2 (stereo not drawn)	-0.3	0.57	-9	-3	-3	4	0	1510	-0.1	4	-8
COc1ccc(NC(=O)CN2C(=O)C(C)SC(C)C2=O)cc1 (stereo not drawn)	0.2	nt	-3	0	-2	-5	-1	1437	2.1	2	-2
CCOC(=O)c1cnn(-c2ccccc2)c1-c1ccccc1	0.0	nt	nt	2	-1	-4	18	1634	2.6	14	1
O=C(OC(c1ccc(NS(=O)(=O)c2ccccc2)cc1)(C(F)(F)F)C(F)(F)F)c1ccccc1	-0.7	-4.5*	7	-5	-4	100*	-8	1574	13*	2	2
Cc1c(NC(=O)/C(C#N)=C/C2CC=CCC2)c(=O)n(-c2ccccc2)n1C (stereo not drawn)	0.1	-5*	nt	-8	-5	1	-6	1468	1.9	-11	-3
COc1ccc(-c2n[nH]c3c2C(c2ccc(OC)c(OC)c2)N(c2ccccc2)C3=O)cc1 (stereo not drawn)	0.1	0.34	nt	6	-2	97*	-23	1519	9.1*	1	-2
O=C(c1ccccc1)N1CC(COc2ccccc2)OC(c2ccco2)O1 (stereo not drawn)	-2.6	0.51	22	8	2	13	0	1606	-0.2	5	9
NS(=O)(=O)c1ccc(NC(=S)NC2CCCC2)cc1	-0.1	nt	-6	-7	-3	15	5	1423	-0.5	2	-3
Cc1ccc(CNC(=O)/C=C/c2ccc(S(=O)(=O)N3CCOCC3)cc2)cc1	0.3	0.42	3	9	-3	-1	-3	1636	5.0	5	1
CC(C)N(C)S(=O)(=O)c1ccc(Cl)c(C(=O)O)c1	-0.9	0.071	-12	11	-7	-4	13	1837	0.0	0	4
Cc1cccc(NC(=O)CCCn2c(=S)[nH]c3ccccc3c2=O)c1	-0.1	-1.1	10	-5	0	-2	12	1434	3.4	1	-6
Cc1cccc(/C=N/Nc2ccc3ccccc3n2)c1	-0.1	0.26	0	12	-2	34	0	1665	-0.3	4	-4
COc1ccc(N2CCN(C(=O)NC3CC(=O)N(c4ccc(OC)cc4)C3)CC2)cc1 (stereo not drawn)	-0.6	-0.045	-15	3	0	-3	-17	1703	2.2	0	5
CCOc1cc(/C=N/Nc2cccc(C(=O)O)c2)ccc1OCC(=O)N1CCCCC1	-0.2	0.38	-7	6	-2	-15	15	1680	0.7	4	1
COc1ccc([N+](=O)[O-])cc1N(CC(=O)NC1CCCCC1)S(C)(=O)=O	-0.4	0.58	-21	4	-2	-2	-2	1728	1.5	3	3
COc1ccc2nc(NC(=O)C3CCCN(S(=O)(=O)c4cccc5nsnc45)C3)sc2c1 (stereo not drawn)	2.2	nt	1	-3	0	33	5	1704	0.5	-4	1
O=C(COC(=O)c1cccs1)NC1CCCCC1	-0.1	-0.035	-20	-2	1	-4	6	1319	0.5	-2	-6
CCc1cc2c(SCC(=O)c3ccc(Cl)s3)ncnc2s1	0.3	0.21	nt	10	1	-6	35	1612	7.1	1	7
Cc1ccc(-n2c(C)cc3c2CC(C)(C)CC3=O)cc1C	0.2	-0.37	nt	0	-3	-1	11	1332	0.2	-7	0
COc1ccc(N2CCN(c3ccc(N4C(=O)CC(C)C4=O)cc3[N+](=O)[O-])CC2)cc1 (stereo not drawn)	-1.6	nt	10	-8	-5	3	-14	1402	2.1	-1	-2
COc1ccc(CCN=CC2=C(O)CCCC2=O)cc1OC	0.1	nt	-39	-3	-6	-4	5	1524	0.8	2	9
Cc1cc(NC(=O)C2CC2)ncc1NC(=O)c1ccccn1	-0.1	0.35	-8	-9	-9	-2	-6	1587	0.8	-4	0
CCSc1nnc(NC(=O)[C@@H](NC(=O)c2ccccc2)C(C)C)s1	0.3	0.2	-3	1	0	50*	10	1525	1.4	1	-5
C/C(=N\NC(=O)c1cc(C(C)(C)C)[nH]n1)C12CC3CC(CC(C3)C1)C2	1.0	0.12	-5	4	1	2	6	1682	0.0	-3	-6
CC(OC(=O)c1cc(S(=O)(=O)N(C)c2ccccc2)ccc1Cl)C(=O)Nc1ccc2c(c1)OCCO2 (stereo not drawn)	-0.4	nt	-3	0	0	65*	-28	1558	4.0	6	5
CCC(=O)Nc1c(-c2ccc(OC)cc2)c(=O)c2ccccc2n1C	1.1	0.85	-28	-8	0	-2	5	1408	2.6	7	-9
Cc1[nH]c2ccccc2c1SCC(=O)N1CCCc2ccccc21	-1.0	nt	nt	0	-1	99*	12	1455	1.1	-1	0
N#Cc1cnc(Nc2nc3ccccc3o2)nc1-c1ccccc1	-3.4	0.011	nt	14	-6	17	-25	1756	4.5	4	3
O=C(CS(=O)c1ccccc1[N+](=O)[O-])Oc1ccc(Br)cc1 (stereo not drawn)	1.1	-1.1	17	-3	-7	6	-25	1697	-2.0	7	9
O=CNCCCc1nc2ccccc2n1Cc1ccccc1	1.8	0.0066	-2	13	6	13	0	1704	1.4	5	1
O=C(CSc1nc(-c2ccccc2)c(-c2ccccc2)[nH]1)N1CCN(S(=O)(=O)c2ccccc2)CC1	-2.0	nt	nt	11	-3	11	-11	1533	1.6	5	4
CCc1ccc2[nH]c(=O)c(C(c3nnnn3CC3CCCO3)N3CCN4CCCC4C3)cc2c1 (stereo not drawn)	1.0	-2.4*	-33	3	-1	-4	-5	1504	0.6	1	-2
CC(C)c1nnc(NC(=O)CCC(=O)N2CCN(Cc3ccccc3)CC2)s1	-0.4	0.7	-13	3	1	-5	16	1650	2.1	4	4
Cc1ccc(C(=O)C(OC(=O)CN2C(=O)c3ccccc3C2=O)c2ccccc2)cc1 (stereo not drawn)	2.6	nt	nt	4	5	-5	8	1486	6.5	-2	2
O=C(NCc1ccc2c(c1)OCO2)c1ccc(S(=O)(=O)N2CCCCC2)cc1	0.2	0.041	nt	5	3	6	10	1517	3.1	2	3
Cc1nn2c(=S)[nH]nc2[nH]c1=O	-1.4	0.95	-24	8	3	-5	13	1561	0.8	5	6
O=C(Oc1ccccc1)c1cc2ccccc2oc1=O	0.5	0.12	-13	-4	5	-5	-24	1528	0.8	8	-5
COc1ccc(N2C(=O)C3CCCN3C2c2cc(OC)c(OC)cc2OC)cc1 (stereo not drawn)	-1.3	nt	-12	-6	-10	-3	-1	1414	0.6	-11	-2
CC(C)Cn1c(SCC(=O)Nc2cccc(S(N)(=O)=O)c2)nc2ccccc2c1=O	0.5	0.0073	-5	-2	-1	23	-8	1244	3.9	4	0
Cc1cc(C)n(-c2nc3c(c(=O)[nH]c(=O)n3C)n2CC(O)COc2ccccc2)n1 (stereo not drawn)	-0.8	-2.6	-3	2	-1	0	2	1700	2.3	10	9
CCC(=O)NC(=S)Nc1ccc(NC(=O)COc2ccc([N+](=O)[O-])cc2)cc1	-0.7	0.11	2	10	-2	9	8	1495	2.0	0	0
COc1ccccc1CCC(=O)Nc1ccc(C)cc1Cl	-0.5	-0.31	12	-5	-3	4	12	1395	1.5	1	6
S=C(NCCc1ccccc1)NCc1ccccc1Cl	0.1	nt	7	-6	1	-3	-8	1609	0.0	2	3
CCCOc1ccccc1C1C(C(=O)OC)=CN(C(C)C)C=C1C(=O)OC	-0.4	nt	-2	-4	-9	100*	-61	1331	2.3	-2	-8
COc1ccccc1N1CCN(C(CNC(=O)c2ccco2)c2cccnc2)CC1 (stereo not drawn)	-0.3	nt	-27	7	-7	81*	6	1709	0.2	5	5
COc1ccc(CCNC(=O)COC(=O)c2cnc(C)cn2)cc1	1.7	nt	nt	-7	-7	-2	1	1484	0.4	-1	-1
Cc1cc(NC(=O)CCC(=O)N(c2cccnc2)C(C(=O)NC2CCCC2)c2ccccc2)no1 (stereo not drawn)	-1.2	nt	-19	3	-3	-3	-1	1704	2.3	1	11
Cc1nc(C)n(C(=O)N(c2ccccc2)c2ccccc2)n1	1.6	nt	-12	4	0	2	2	1724	0.9	-4	4
O=C(C1=C[C@@H]2[C@H]3C(=O)N(c4cccc(Cl)c4)C(=O)[C@H]3[C@@H](C(=O)c3ccc(Cl)cc3)N2C=C1)c1ccccc1	0.0	nt	-1	6	-3	-4	14	1696	2.8	1	8
Cn1cccc1CC(=O)NNC(=O)Nc1cccc(Cl)c1	0.3	-0.39	-3	-5	2	-6	4	1518	2.1	-1	0
Cc1ccnc(NC(=O)c2ccc(Cl)c(NC(=O)C(C)Oc3ccccc3)c2)c1 (stereo not drawn)	0.0	nt	-17	-1	0	6	6	1391	0.5	8	-5
O=C(c1cccc(S(=O)(=O)Nc2ccccc2F)c1)N1CCN(c2ccccc2F)CC1	-2.3	0.81	-4	-3	-3	0	0	1816	1.1	9	8
COc1ccc(CCNS(=O)(=O)c2cc(C(=O)O)c(Cl)cc2Cl)cc1	-0.2	nt	-6	2	-12	-6	3	1686	-0.1	3	0
O=S(=O)(NCC(c1cccnc1)N1CCN(c2ccc(F)cc2)CC1)c1ccccc1 (stereo not drawn)	1.0	-1.1	17	1	nt	92*	nt	1408	nt	-3	0
O=c1[nH]c2ccccc2n1Cc1ccc(Cl)cc1	0.3	-1.5	nt	7	-6	10	27	1535	0.4	8	-4
COc1cccc(-c2ccc(SCC(=O)N3CCc4ccccc43)nn2)c1	0.0	nt	12	3	-4	-2	39	1453	2.3	1	-3
CCOC(=O)N1CCc2c(sc(NC(=O)c3ccc(Cl)s3)c2C(N)=O)C1	-1.4	nt	-8	1	2	82*	11	1550	3.4	3	0
O=C(c1ccc(N2CCCCS2(=O)=O)cc1)N1CCN(c2ccc(N3CCOCC3)nn2)CC1	0.1	nt	-26	-4	2	-4	4	1480	0.3	0	-2
CCCCN(CC)Cc1c(C)[nH]c2ccccc2c1=O	0.3	-0.12	10	4	1	-2	22	1557	1.1	0	4
CC(=O)O[C@@H]1C[C@H]2C(C)(C)C(=O)C=C[C@]2(C)[C@H]2CC[C@@]3(C)[C@H](c4ccoc4)OC(=O)[C@H]4O[C@]43[C@@]21C	0.6	-2	4	2	-5	100*	18	1494	4.7	-3	-2
CC1CCCC(NCC(=O)Nc2ccc(C(N)=O)cc2)C1C (stereo not drawn)	-0.2	-0.34	5	10	-4	-4	-5	1796	1.7	7	2
NNC(=O)c1ccc(CN2CCCCC2)o1	-1.1	nt	-7	-4	-3	4	2	1284	0.1	-2	2

A few values from the list:
In SRC2 TRFRET art, COc1ccc(CCNS(=O)(=O)c2cc(C(=O)O)c(Cl)cc2Cl)cc1 has 1686
In Lmaj promast, CCCCN(CC)Cc1c(C)[nH]c2ccccc2c1=O has -2
